PMI act satM6P – PMI (human) activation, high substrate. AID 1216. hit rate 0.34% among 190,000. activation factor at 20 µM. coupled PMI enzyme assay, resazurin fluorescence, 20 min; active compounds read high; 1 = untreated enzyme, 0 = substrate-free blank. P34949;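 active = activation factor of 2 or more at 20 µM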
Target sequence (P34949 whole entry, looked up): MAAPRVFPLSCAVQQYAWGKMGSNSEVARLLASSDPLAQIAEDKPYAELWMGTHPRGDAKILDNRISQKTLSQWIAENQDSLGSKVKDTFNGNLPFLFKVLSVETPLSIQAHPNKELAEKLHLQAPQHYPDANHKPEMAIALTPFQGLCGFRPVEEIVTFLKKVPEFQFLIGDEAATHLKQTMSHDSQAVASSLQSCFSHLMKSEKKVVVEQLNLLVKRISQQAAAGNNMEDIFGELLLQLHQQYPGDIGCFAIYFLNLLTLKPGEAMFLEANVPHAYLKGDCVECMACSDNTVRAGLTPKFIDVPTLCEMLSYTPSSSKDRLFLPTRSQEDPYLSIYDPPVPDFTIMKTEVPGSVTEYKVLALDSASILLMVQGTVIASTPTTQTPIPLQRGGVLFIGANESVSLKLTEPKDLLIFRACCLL
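Technique: Diaphorase-driven resazurin-to-resorufin fluorescence, excitation 544, emission 590 nm | Assay system: Human PMI in coupled enzyme assay | Times: Enzyme reaction with compound 20 min at room temperature | Medium: HEPES-buffered pH 7.4 with magnesium and detergent | Reagent: Mannose-6-phosphate 1.0 mM (near-saturating) plus 0.22 mM NADP+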
TNAP inh noacc – blocks human TNAP activity with no phosphate acceptor present. P05186. purified TNAP, CDP-star luminescence, 30 min. inhibition, % at 20 µM. hit rate 0.26% among 200,000. AID 1012;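 active = tissue-nonspecific alkaline phosphatase inhibition above about 50% at 20 µM in the single-dose screen, limit read from the data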;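 note: 0% = DMSO negative control and 100% = EDTA positive control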
TNAP inh hi DEA – blocks human TNAP under high phosphate acceptor concentration; P05186; purified TNAP, CDP-star luminescence, 1 M DEA; inhibition, % at 20 µM; hit rate 0.03% among 200,000; AID 1135;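 active = over 50% inhibition of tissue-nonspecific alkaline phosphatase at 20 µM in the single-dose screen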;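 note: plate controls were DMSO wells for no effect and EDTA-quenched wells as full inhibition for full effect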
Diaph inh CS – inhibits diaphorase or chemically oxidizes, flagging diaphorase assay artifacts | diaphorase resazurin-to-resorufin fluorescence, NADH, 16 min; bacterial (C. kluyveri) enzyme, not human | inhibition, % at 20 µM | hit rate 0.69% among 190,000 | AID 1217;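 active = primary screen inhibition at 20 µM above a set limit, cut at about 50% in these data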;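 note: plate controls were DMSO with full reaction for no effect and wells lacking NADH for full effect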
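Detection: fluorescence of resorufin formed from resazurin, Ex 544/Em 590 nm; test system: Clostridium kluyveri diaphorase enzyme; amount: 0.14 U/mL diaphorase, enzyme working solution; times: 16-min room-temperature incubation before reading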
TNAP act hiacc – activators of human TNAP at high phosphate acceptor concentration | P05186 | purified TNAP, CDP-star luminescence, 1 M DEA, 30 min; active compounds read high; 0 = EDTA background, 1 = DMSO-only activity | activation factor at 20 µM | 200,000 tested, under 10 active;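 active = activation factor at least 2 at 20 µM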
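Measured by: Luminescent substrate turnover signal | Test system: Human TNAP | Input: TNAP 1/800 final | Dosing: 20 µM single point | Schedule: 30 min, room temperature | Controls: EDTA wells as negative control, DMSO wells as positive control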
Efa HMGR inh – inhibitors of class II HMG-CoA reductase from Enterococcus faecalis; purified E. faecalis HMGR, NADPH absorbance 340 nm kinetic; inhibition, % at 10 µM; hit rate 0.41% among 190,000;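 active = inhibition above a set limit, the median over all tested compounds plus 3 SD, cut at about 9.5% in these data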;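 note: enzyme runs in reverse so mevalonate oxidation gives rising NADPH absorbance; 0% = complete reaction with DMSO and 100% = background rate lacking mevalonate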
Diaph act CS – activates diaphorase or chemically reduces, flagging diaphorase assay artifacts | Diaphorase/resazurin coupled assay, resorufin fluorescence, 16 min; active compounds read high; 1 = vehicle wells, 0 = NADH-free wells | activation factor at 20 µM | hit rate 0.005% among 190,000 | AID 1229;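 active = diaphorase activity raised at least twofold by the compound at 20 µM; inactive = activation factor below 2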
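Assay system: Purified diaphorase enzyme from Clostridium kluyveri | Amount: Enzyme 0.07 U/mL final | Dosing: Compound 20 µM once, DMSO 1% | Timing: 16 min reaction at room temperature | Detection: Fluorescence, excitation 544 nm and emission 590 nm | Evaluation: Higher resorufin formation from activation or reduction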
FLuc stim CS – firefly luciferase counter-screen for stimulation assays. 200,000 tested, under 10 active. ATPlite luciferase biochemical, luminescence, 10 min; 0 = ATP-free wells, 1 = DMSO control. activation factor at 10 µM;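 active = luciferase activation factor, scaled between plate controls, of at least 2 with compound at 10 µM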
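Material: Luciferase/luciferin reagent mix; Doses: test compounds dosed from 2 mM stocks in 100% DMSO; Schedule: 10 min incubation after luciferase reagent addition, room temperature; Measured by: luminescence from luciferase reaction; Read-out: luminescence gain marking luciferase activators.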
G6PDH counter – counter-screen for G6PDH assay hits: L. mesenteroides G6PDH inhibition; Purified L. mesenteroides G6PDH, diaphorase/resazurin coupled fluorescence, 45 min; inhibition, % at 5 µM; hit rate 0.12% among 200,000; in the data active = inhibition above about 50%
PMI activator – phosphomannose isomerase (human) activation; purified human PMI, coupled resazurin fluorescence, 20 min; active compounds read high; 1 = vehicle control, 0 substrate-free wells; activation factor at 20 µM; hit rate 0.005% among 190,000; AID 1214;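 active = activation factor of 2 or more at 20 µM, relative to plate controls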
* marks the source's active call; other numbers are inactive results.

#	SMILES	Efa HMGR inh	G6PDH counter	PMI act satM6P	TNAP act hiacc	FLuc stim CS
1	COc1cc(OC)cc(-c2cc3nc4c(c(N5CCN(c6ncccn6)CC5)n3n2)CCCC4)c1	-2	16	1	1.1	1
2	CN(C)c1nc(NCc2ccccc2)nc(Oc2ccc(=O)[nH]n2)n1	-8	9	0.9	1	1
3	NC(=O)CSc1ccc(Br)cc1	0	4	1	1	1
4	CC(=O)N1CCCc2cc(S(=O)(=O)CCC(=O)N3CCN(c4cccc(C)c4)C(C)C3)ccc21 (stereo not drawn)	-3	1	0.8	1.1	1.1
5	O=C(Nc1ccccc1OC(F)F)c1oc2ccccc2c1COc1ccccc1	-1	-21	1.1	1	1.2
6	O=C(COc1ccccc1)N1CCN(c2ncnc3c2cnn3-c2ccccc2)CC1	-2	-12	0.9	1	1
7	COc1ccc(-n2c(C)cc(C(=O)CN3C(=O)c4ccccc4C3=O)c2C)cc1	4	-2	0.9	1.1	1
8	CCOC(=O)CCCN1CC(O)=C(c2nc(-c3ccc(Cl)cc3)cs2)C1=N	-1	0	1	1	1.1
9	CCCc1cc(=O)[nH]c(SCc2cccc(C)c2)n1	1	2	1	1.1	1
10	O=C(c1cccc(Br)c1)N1CCN(S(=O)(=O)N2CCOCC2)CC1	-2	-2	1	1	1
11	O=C(Nc1ccccc1)N1CCSc2ccccc21	-6	13	1.1	1.1	1
12	CCCCC(CC)C(=O)Oc1ccc(O)c(C(C)(C)C)c1 (stereo not drawn)	2	19	0.8	1	1

#	TNAP inh noacc	TNAP inh hi DEA	PMI activator	Diaph inh CS	Diaph act CS
1	6	-8	1	12	0.9
2	-4	0	0.9	6	0.9
3	-8	0	0.9	11	0.9
4	-11	-8	0.9	33	0.7
5	-2	-3	1	7	0.9
6	0	2	0.8	17	0.8
7	2	-5	0.9	7	0.9
8	-14	-1	1	-3	1
9	-8	-5	1	-4	1
10	0	4	1	6	0.9
11	-7	-6	1.1	-10	1.1
12	2	2	0.8	23	0.8

Other entries follow:
#	SMILES	Efa HMGR inh	G6PDH counter	PMI act satM6P	TNAP act hiacc	FLuc stim CS
13	CCOC(=O)c1ccc(Oc2cc(C)nc(SC)n2)cc1	-3	-14	0.8	1.1	1
14	Cc1ccc(NC(=O)C2CC(=O)n3ncnc3N2)cc1 (stereo not drawn)	-9	20	1	1	1
15	CCOC(=S)SCC(=O)N1CCc2ccccc2C1C1C(=O)CCCC1=O (stereo not drawn)	-6	8	0.9	1	1
16	CC(C)CNC(=S)NC1CCCC1	1	-1	1	1	1.1
17	CCN1CCN(C2=C(Cl)C(=O)N(Cc3ccccc3)C2=O)CC1	7	3	1.3	1	1.1
18	COc1cc(CC(=O)OCC(=O)Nc2ccc(S(=O)(=O)N3CCCC3)cc2)cc(OC)c1OC	-4	1	1	1.1	1.1
19	COC(=O)c1ccc(C(=O)NCCCCO)cc1	-5	2	1	1	1
20	COc1ccc(-c2nn(CCC(=O)O)cc2/C=C/C(=O)O)cc1[N+](=O)[O-]	-6	5	0.9	1	1
21	CCOC(=O)c1cnc2ccc(OC)cc2c1NCc1ccccc1	-4	-22	0.7	1	1.1
22	COc1ccc(C2=CC(c3sccc3C)n3nnnc3N2)cc1 (stereo not drawn)	-8	3	1.1	1.1	1
23	Cc1ccc(S(=O)(=O)N2CCOCC2)cc1NC(=O)Cn1ccsc1=N	-4	0	1	1	1.1
24	N#CCCN(C(=S)NC(=O)c1ccco1)c1ccccc1F	2	2	1	1	1.1

#	TNAP inh noacc	TNAP inh hi DEA	PMI activator	Diaph inh CS	Diaph act CS
13	-11	-6	0.8	25	0.7
14	-3	0	1	14	0.9
15	0	3	0.9	8	0.9
16	-11	-5	1.1	10	0.9
17	-11	-4	1.3	10	0.9
18	-13	-6	1	13	0.9
19	-4	1	1	-1	1
20	-12	3	0.9	14	0.9
21	-7	-2	0.9	12	0.9
22	2	-7	1.1	-7	1.1
23	-8	-3	1	25	0.8
24	-7	-1	0.6	1	1

Next compounds follow:
#	SMILES	Efa HMGR inh	G6PDH counter	PMI act satM6P	TNAP act hiacc	FLuc stim CS
25	CCCC(C(=O)NC1CCCC1)N(CC1CCCO1)C(=O)c1snc(C(N)=O)c1N (stereo not drawn)	2	9	1	1	1.1
26	CCn1c(=O)c2c(nc3n2CCCN3CCc2ccccc2)n(C)c1=O	1	6	1.1	1	1
27	O=C1CC(N2CCC(c3nc4ccccc4o3)CC2)C(=O)N1Cc1cccs1 (stereo not drawn)	-6	1	0.9	1	1
28	CCCc1ncc(C(O)c2cccc(OC)c2OC)n1C (stereo not drawn)	-1	2	1	1.1	1.1
29	O=C1OCCC1Sc1nnc(-c2ccc(Br)cc2)o1 (stereo not drawn)	-6	2	1	1	0.6
30	O=C(CSc1nnnn1-c1ccccc1)CC(=O)Nc1ccc(Cl)cc1	-5	17	1.1	1	1
31	CC(C)c1cc(N2CCN(C(=O)c3ccco3)CC2)n2c(nc3ccccc32)c1C#N	-7	-4	0.9	1.1	1.1
32	O=C1/C(=C/c2ccc(O)cc2)CCc2ccc([N+](=O)[O-])cc21	-1	6	0.9	0.7	1.1
33	Cc1cc(C)nc(N/N=C/C(Cl)=C/c2ccccc2)n1	-3	3	1	1.1	0.8
34	Cc1ccc([N+](=O)[O-])cc1S(=O)(=O)Nc1ccc(C(=O)N(C)C)cc1	-6	5	1	1	1
35	CC(C)CCNC(=O)CN(Cc1ccc2c(c1)OCO2)C(=O)Cn1nnc(-c2cccs2)n1	-3	4	1	1.1	1
36	CC1(C)CC(CCN(Cc2ccccc2)C(=O)c2ccco2)(c2ccccc2)CCO1 (stereo not drawn)	-9	-12	1	1	1
37	NC1=NC2(CCCCC2)N=C(Nc2ccc(F)cc2F)N1	0	-1	1	1	1.1
38	O=C(NC1CC1)c1nc2c(nnn2Cc2ccccc2Cl)c(=O)[nH]1	-2	2	1.1	1	1

#	TNAP inh noacc	TNAP inh hi DEA	PMI activator	Diaph inh CS	Diaph act CS
25	-9	-3	1	12	0.9
26	9	2	1.1	1	1
27	-1	-1	0.8	16	0.8
28	-8	-6	1	11	0.9
29	-10	-2	1	4	1
30	-8	-2	1.1	5	0.9
31	-46	-14	0.9	32	0.7
32	8	32	1	4	1
33	-10	-13	1	8	0.9
34	-13	-2	1	-5	1
35	-19	-10	0.9	13	0.9
36	-6	2	0.9	11	0.9
37	-17	-3	1	13	0.9
38	-2	1	1.1	5	1

Excerpt, entries 1–9
#	SMILES	Efa HMGR inh	G6PDH counter	PMI act satM6P	TNAP act hiacc	FLuc stim CS
1	COc1cc(OC)cc(-c2cc3nc4c(c(N5CCN(c6ncccn6)CC5)n3n2)CCCC4)c1	-2	16	1	1.1	1
2	CN(C)c1nc(NCc2ccccc2)nc(Oc2ccc(=O)[nH]n2)n1	-8	9	0.9	1	1
3	NC(=O)CSc1ccc(Br)cc1	0	4	1	1	1
4	CC(=O)N1CCCc2cc(S(=O)(=O)CCC(=O)N3CCN(c4cccc(C)c4)C(C)C3)ccc21 (stereo not drawn)	-3	1	0.8	1.1	1.1
5	O=C(Nc1ccccc1OC(F)F)c1oc2ccccc2c1COc1ccccc1	-1	-21	1.1	1	1.2
6	O=C(COc1ccccc1)N1CCN(c2ncnc3c2cnn3-c2ccccc2)CC1	-2	-12	0.9	1	1
7	COc1ccc(-n2c(C)cc(C(=O)CN3C(=O)c4ccccc4C3=O)c2C)cc1	4	-2	0.9	1.1	1
8	CCOC(=O)CCCN1CC(O)=C(c2nc(-c3ccc(Cl)cc3)cs2)C1=N	-1	0	1	1	1.1
9	CCCc1cc(=O)[nH]c(SCc2cccc(C)c2)n1	1	2	1	1.1	1

#	TNAP inh noacc	TNAP inh hi DEA	PMI activator	Diaph inh CS	Diaph act CS
1	6	-8	1	12	0.9
2	-4	0	0.9	6	0.9
3	-8	0	0.9	11	0.9
4	-11	-8	0.9	33	0.7
5	-2	-3	1	7	0.9
6	0	2	0.8	17	0.8
7	2	-5	0.9	7	0.9
8	-14	-1	1	-3	1
9	-8	-5	1	-4	1
